Bioassay records from PubChem BioAssay.
C8 TRAIL sens: caspase-8 TRAIL sensitization | NB7+C8 cells + TRAIL, ATPlite viability luminescence | 360,000 compounds, 1% hits | inhibition (viability loss, TRAIL sensitization), % at 10 µM | AID 624354;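 active means compounds causing at least 50% loss of cell viability in the single-dose screen, relative to plate controls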
MITF TRPM1 inh: reduces MITF-dependent TRPM1 promoter luciferase signal; SK-MEL-5 TRPM1 promoter luciferase, 24 h; inhibition, % at 12.5 µM; 330,000 compounds, 0.83% hits; AID 488899;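 active means mean inhibition across replicates of 60% or more, whatever share of single replicates reaches that level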; further: values of inactives mirror those of a sister screen read the other way
LMP1 NFkB inh: Epstein-Barr LMP1 NF-kappaB reporter inhibition; inhibition, % at 12.5 µM; AID 504558; 350,000 compounds, 0.69% hits; LMP1-induced NF-kappaB luciferase reporter cells, luminescence; in the data active means inhibition above about 41%;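 further: 0% = neutral control wells and 100% = reference inhibitor control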
hiPSC survival: increases survival of single human iPS cells | hiPSC single-cell survival, ATPlite luminescence; 100% = ROCK inhibitor wells, 0% = DMSO | survival enhancement, % at 20 µM | 360,000 compounds, 0.044% hits | AID 602274; in the data active means survival enhancement above about 18%;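 further: cells exposed to compounds for 16 hours before the ATP read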
Shn3 inh set2: Schnurri-3 reporter inhibition in Clone20 osteoblasts; Clone20 osteoblast Shn3 3'UTR firefly luciferase, 24 h; AID 588674; inhibition, % at 12.5 µM; 360,000 compounds, 0.52% hits;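 active means mean inhibition of at least 75% with every replicate also reaching 75%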;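 further: 0% = median of neutral control wells and 100% = pilot-screen positive control compound; some compounds past the cut are filed as inactive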
Peg3 promoter: reduces Peg3 promoter-driven luciferase expression in HeLa; AID 588405; 360,000 compounds, 1.7% hits; inhibition, % at 20 µM; HeLa PEG-Prom luciferase reporter, luminescence, overnight;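 active means inhibition of at least 50% at 20 µM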
NR2E3 ag-1: agonists of human nuclear receptor NR2E3 | Q9Y5X4 | GST-NR2E3/biotin-RetCOR TR-FRET, 1536-well | inhibition of corepressor binding, % at 4.78 µM | 320,000 compounds, 0.12% hits | AID 2300;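 active means percent inhibition above the cutoff of mean plus 3 SD of all tested compounds, set per screening campaign, cut at about 20% in these data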;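 further: 0% = DMSO wells and 100% = biotin wells as full block of FRET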
Target sequence (Q9Y5X4 whole entry, looked up): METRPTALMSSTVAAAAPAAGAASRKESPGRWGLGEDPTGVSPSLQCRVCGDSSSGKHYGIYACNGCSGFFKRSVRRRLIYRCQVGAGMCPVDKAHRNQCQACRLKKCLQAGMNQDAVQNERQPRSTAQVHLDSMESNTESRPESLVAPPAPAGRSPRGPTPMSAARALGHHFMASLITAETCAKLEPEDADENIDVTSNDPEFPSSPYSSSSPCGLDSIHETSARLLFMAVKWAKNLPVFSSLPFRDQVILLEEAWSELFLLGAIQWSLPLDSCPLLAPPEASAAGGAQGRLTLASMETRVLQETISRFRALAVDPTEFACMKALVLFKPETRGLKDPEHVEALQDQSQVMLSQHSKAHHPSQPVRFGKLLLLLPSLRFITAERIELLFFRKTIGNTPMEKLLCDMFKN
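system = GST-tagged NR2E3 plus biotinylated RetCOR corepressor | input = 1.35 nM GST-NR2E3 | also added = 7 nM biotin-RetCOR | schedule = 5 h incubation at 4 °C | measured by = TR-FRET with europium anti-GST and streptavidin-D2, 340 nm excitation | read-out = percent loss of FRET ratio relative to control wells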
CF NFkB inh: cystic fibrosis NF-kB activation inhibition. KKLEB NF-kB-GFP reporter, PAF-induced, GFP fluorescence overnight. inhibition, % at 5 µM. 360,000 compounds, 0.86% hits. AID 588850;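 active means at least 50% inhibition at 5 µM, scaled per plate between neutral and stimulator controls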;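 further: PAF is a Pseudomonas aeruginosa culture filtrate used as stimulus; plate controls were PAF-stimulated DMSO wells for no effect and unstimulated DMSO wells for full effect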
NR2E3 ag-2: agonists of human NR2E3 nuclear receptor. CHO-S Gal4-NCOR/VP16-NR2E3 two-hybrid, luciferase. 360,000 compounds, 0.35% hits. Q9Y5X4. AID 602229. inhibition of corepressor binding, % at 3.98 µM;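 active means inhibition above the mean of all tested compounds plus 3 SD, cut at about 70% in these data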;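 further: 0% = DMSO with NR2E3 transfected cells and 100% = cells lacking NR2E3 construct; higher means lower luciferase signal from less NR2E3 corepressor binding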
HIF-2a inh: HIF-2a inhibition; 786-0 RCC cells HIF-2a reporter, luciferase luminescence, overnight; inhibition, % at 18.8 µM; 360,000 compounds, 0.72% hits; AID 624352;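 active means inhibition of the luminescence signal of 40% or more relative to plate controls, in a single-dose primary screen at 18.75 µM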
KKLEB cytotox: reduces viability of KKLEB cystic fibrosis airway cells | KKLEB CF airway cells viability, ATPlite luminescence, overnight; active compounds read low; cells stimulated with P. aeruginosa culture filtrate | activity change (cytotoxicity), % at 5 µM | 360,000 compounds, 0.36% hits | AID 602141;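 active means corrected activity change at or below -50% at 5 µM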
* marks the source's active call; other numbers are inactive results; nt = not tested or not shown. This is a subset; rates above refer to the full screens.

SMILES	C8 TRAIL sens	MITF TRPM1 inh	LMP1 NFkB inh	hiPSC survival	Shn3 inh set2	Peg3 promoter	NR2E3 ag-1	CF NFkB inh	NR2E3 ag-2	HIF-2a inh	KKLEB cytotox
NNc1ccc(Cl)nn1	-8	3	-5	-1.0	nt	7	0	0	-35	16	-6
CC(C)(CNC(=O)CNC(=O)C1CCCCC1)N1CCOCC1	-6	0	3	-0.2	-9	-2	-2	-12	-17	-6	13
O=C(Nc1nnc(-c2cccc(F)c2)s1)Nc1ccccc1F	-5	-49	2	-0.5	-93	-127	2	-2	-17	-83	-3
Cc1nnc(SCc2cccc(Oc3ccccc3)c2)n1N	20	12	-1	3.0	17	-29	0	-2	-50	-63	-4
Cc1ccc(S(=O)(=O)CCC(=O)Nc2nnc(-c3ccco3)o2)cc1	1	-1	6	-0.1	-6	-9	-2	5	-13	6	0
CN(C)S(=O)(=O)c1ccc(C(=O)Nc2cccnc2)cc1	-8	3	-5	8.2	-7	10	-1	-2	-8	11	9
O=C(O)CCC(=O)N1CCN(c2cccc(Cl)c2)CC1	-9	2	-3	-2.3	1	16	-2	-4	-25	22	16
CCCS(=O)(=O)c1c(S(=O)(=O)CCC)c2cnccn2c1C(=O)c1ccc(CC)cc1	-5	-5	-4	-0.6	18	9	0	14	-34	10	-10
Cc1cc(-c2c(C(=O)N3CCOCC3)c(C)nn2-c2ccccc2)no1	10	3	-3	0.1	-9	18	5	1	-2	11	2
COCc1ccc([C@@H]2C[C@H]3CN(Cc4ccccc4C)C(=O)[C@]34CCCN24)o1	4	-19	-1	-0.3	1	-6	-1	2	-16	-23	5
COc1cc(C2c3[nH]c4ccccc4c3C[C@H]3C(=O)N(CCO)CC(=O)N23)cc(OC)c1OC (some centres not stated)	19	-1	-5	-0.2	2	29	-2	-7	-14	18	3
COc1ccc(NC(=O)C2(C)CCN2CCc2ccccc2)cc1OC (configuration not stated)	2	nt	nt	3.1	-6	23	nt	4	-5	4	-11
CCOC(=O)c1c(NC(=O)CSc2ncnc3ccccc23)sc(C)c1C	-13	-6	10	2.5	-9	-59	1	8	-15	19	-5
O=C(Cc1cccs1)N1CCCC(c2nc3c(nnn3Cc3ccc(F)cc3)c(=O)[nH]2)C1 (configuration not stated)	-17	7	-3	3.0	-23	11	1	-6	-3	10	-15
CC1CCCCC1NC(=O)CCNS(=O)(=O)c1ccc(Cl)cc1 (configuration not stated)	-8	5	1	0.3	-9	9	2	-7	-16	5	-4
COc1ccc(OC)c(C(c2nnnn2C2CCCC2)N2CCN(c3ccccc3)CC2)c1 (configuration not stated)	-26	-1	3	1.4	0	12	-2	2	2	7	15
CCN1C(=O)CC(N2CCN(C(c3ccccc3)c3ccccc3)CC2)C1=O (configuration not stated)	4	-16	-2	-0.3	1	1	0	-3	1	16	10
O=C1OC(c2ccccc2)(c2cc(Br)ccc2O)c2ccccc21 (configuration not stated)	4	-8	-2	-0.7	-8	104*	nt	75*	30	32	-20
CC(C)C[C@H](NC(=O)c1nc[nH]c1C(=O)N[C@@H](CC(C)C)C(=O)OC(C)(C)C)C(=O)OC(C)(C)C	55*	nt	2	0.6	46	33	3	28	1	20	-36
COc1ccc(NC(=O)CSc2nnc(CNC(=O)COc3ccc(Cl)cc3)o2)c(OC)c1	-2	9	2	0.5	16	4	1	10	2	12	3

Laid out differently: 7 of the compounds above.
Values run as follows: C8 TRAIL sens | MITF TRPM1 inh | LMP1 NFkB inh | hiPSC survival | Shn3 inh set2 | Peg3 promoter | NR2E3 ag-1 | CF NFkB inh | NR2E3 ag-2 | HIF-2a inh | KKLEB cytotox
COc1ccc(NC(=O)C2(C)CCN2CCc2ccccc2)cc1OC (configuration not stated)
→ 2 | nt | nt | 3.1 | -6 | 23 | nt | 4 | -5 | 4 | -11
CCOC(=O)c1c(NC(=O)CSc2ncnc3ccccc23)sc(C)c1C
→ -13 | -6 | 10 | 2.5 | -9 | -59 | 1 | 8 | -15 | 19 | -5
O=C(Cc1cccs1)N1CCCC(c2nc3c(nnn3Cc3ccc(F)cc3)c(=O)[nH]2)C1 (configuration not stated)
→ -17 | 7 | -3 | 3.0 | -23 | 11 | 1 | -6 | -3 | 10 | -15
CC1CCCCC1NC(=O)CCNS(=O)(=O)c1ccc(Cl)cc1 (configuration not stated)
→ -8 | 5 | 1 | 0.3 | -9 | 9 | 2 | -7 | -16 | 5 | -4
COc1ccc(OC)c(C(c2nnnn2C2CCCC2)N2CCN(c3ccccc3)CC2)c1 (configuration not stated)
→ -26 | -1 | 3 | 1.4 | 0 | 12 | -2 | 2 | 2 | 7 | 15
CCN1C(=O)CC(N2CCN(C(c3ccccc3)c3ccccc3)CC2)C1=O (configuration not stated)
→ 4 | -16 | -2 | -0.3 | 1 | 1 | 0 | -3 | 1 | 16 | 10
O=C1OC(c2ccccc2)(c2cc(Br)ccc2O)c2ccccc21 (configuration not stated)
→ 4 | -8 | -2 | -0.7 | -8 | 104* | nt | 75* | 30 | 32 | -20

(list continues)
SMILES	C8 TRAIL sens	MITF TRPM1 inh	LMP1 NFkB inh	hiPSC survival	Shn3 inh set2	Peg3 promoter	NR2E3 ag-1	CF NFkB inh	NR2E3 ag-2	HIF-2a inh	KKLEB cytotox
O=c1ccc2cc(S(=O)(=O)Nc3ccc(F)cc3)ccc2o1	-23	2	-1	6.5	17	-1	2	-9	-6	27	10
C=CCn1c2c(c3ccccc31)CCC2	-5	nt	nt	-0.1	5	2	nt	-17	-7	11	5
CC(=O)c1ccc(OCC(O)CN2CCN(c3ccccn3)CC2)cc1 (configuration not stated)	5	nt	nt	4.3	0	-7	3	-16	-19	0	7
Cc1ccc(S(=O)(=O)N(C)CC(=O)NCC(c2ccc(F)cc2)N2CCOCC2)cc1 (configuration not stated)	0	10	6	0.6	4	0	-1	11	-2	5	-12
COc1ccc(CN(C(=O)CCC(=O)Nc2cc(C)on2)C(C(=O)NC(C)(C)C)c2cccc(OC)c2OC)cc1 (configuration not stated)	9	10	3	-0.8	-3	-8	2	-2	-29	17	-10
O=C(Nc1ccc(N2CCOCC2)cc1)c1cnsn1	71*	79*	77*	-4.9	49	101*	nt	4	-55	75*	-8
O=C1Cc2ccccc2Sc2c(OCCN3CCCCC3)cccc21	21	-6	-5	-1.2	-13	5	1	-27	1	15	-4
CC(/C=N/NC(=O)CSc1nc(C)cc(C)n1)=C\c1ccccc1	1	-14	-1	3.4	8	-6	-7	-24	17	2	28
CCN(CC)CCN(C(=O)c1ccc2c(c1)CCCC2)c1nc2ccc(OC)cc2s1	21	-11	3	0.2	17	-29	3	-19	5	-8	-1
COC(=O)c1cnc(N2CCOCC2)nc1C(F)(F)F	0	-9	-3	-0.2	-22	-7	0	3	5	18	8
CC(=O)N=c1sccn1CC(O)c1ccccc1 (configuration not stated)	-8	3	-1	-0.4	15	-2	1	-1	-8	7	6
Cc1ccc(S(=O)(=O)N(C)c2ccc(C)c([N+](=O)[O-])c2)cc1	2	1	1	-1.7	0	10	2	8	-15	15	-1
COc1ccc(Br)cc1CN(C)C(=O)Cc1ccc(OC)c(S(=O)(=O)N2CCOCC2)c1	-4	-10	4	1.6	12	-3	4	15	17	11	-5
c1ccc2c(-c3nc(-c4ccncc4)no3)cccc2c1	-1	-52	-48	-1.0	-35	-225	1	-22	-106	-188	10
CC(C)CCn1c(C(C)O)nc2ccccc21 (configuration not stated)	-9	6	9	10	11	2	4	1	-5	11	-1
CC1CCN(C(=O)Cn2c(SCC(=O)Nc3nccs3)nc3ccccc32)CC1	-9	1	8	-1.6	-28	27	1	-13	-18	19	10
COc1cc(/C=C/C(=O)OCC(=O)c2ccc[nH]2)ccc1O	8	nt	-5	0.1	-32	-27	nt	22	-24	-20	-16
FC(F)(F)c1ccccc1Cc1c(-c2ccco2)nc2ccc(Br)cn12	3	nt	nt	1.4	-17	14	nt	62*	5	24	-17
O=S(=O)(c1ccc(F)c(F)c1)N1CCCCCCC1	1	nt	3	-0.7	-12	-5	nt	5	8	12	14
COc1cc(OC)cc(C(=O)NNC(=O)c2ccccn2)c1	45	21	25	0.9	38	32	1	-19	4	-12	4
COCCNC(=S)N/N=C/c1ccc(OCc2ccc(C(=O)OC)cc2)cc1	-8	2	-4	0.3	-13	10	2	16	-32	7	-5
CCOc1ccccc1NC(=O)Nc1ccon1	-13	3	-5	-0.5	-15	2	1	3	11	14	6
COc1ccc(-c2cc3c(=O)n(CC(=O)NCc4ccccc4F)ncn3n2)cc1	11	-11	-26	1.3	-28	-14	1	19	-26	2	-25
CCN(CC)C(=O)c1c([N+](=O)[O-])c(C(C)(C)C)nn1C	-1	6	-12	0.8	0	17	-1	-9	-26	11	11
C[C@H](CO)N1C[C@H](C)[C@H](CN(C)S(=O)(=O)c2ccc(F)cc2)OCc2cnnn2CCCC1=O	-6	nt	2	-1.1	-10	2	nt	-20	-20	17	-2
Cc1cc(C)c(C)c(S(=O)(=O)NCC(=O)NCc2ccco2)c1C	-6	6	0	0.1	1	6	3	6	-17	12	4
O=C(NCC1CCCN(C(=O)c2cscn2)C1)c1ccc(-c2ccccc2)cc1 (configuration not stated)	3	-10	0	1.1	16	-18	4	8	-16	-30	-11
CC(C)c1ccc(S(=O)(=O)N2CCN(C(=O)CCNC(=O)Nc3ccccc3)CC2)cc1	-10	4	-8	-0.2	-1	9	2	30	7	3	-9
